Bioassay records (PubChem)
GSK3 alpha inh = blockers of GSK3A enzyme activity – biochemical, luminescence, cell-free homogeneous, HTS, primary screen; GSK-3 alpha kinase, ADP-Glo luminescence, 60 min; Glycogen synthase kinase-3 alpha (Homo sapiens), P49840; inhibition, % at 10 µM; hit rate 0.1% among 320,000;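 in the data active means inhibition above about 50%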;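 further: GST-tagged GSK-3 alpha with peptide substrate and 25 µM ATP; 0% = DMSO neutral wells and 100% = GW8510 positive control wells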
Target sequence (P49840 whole entry, looked up): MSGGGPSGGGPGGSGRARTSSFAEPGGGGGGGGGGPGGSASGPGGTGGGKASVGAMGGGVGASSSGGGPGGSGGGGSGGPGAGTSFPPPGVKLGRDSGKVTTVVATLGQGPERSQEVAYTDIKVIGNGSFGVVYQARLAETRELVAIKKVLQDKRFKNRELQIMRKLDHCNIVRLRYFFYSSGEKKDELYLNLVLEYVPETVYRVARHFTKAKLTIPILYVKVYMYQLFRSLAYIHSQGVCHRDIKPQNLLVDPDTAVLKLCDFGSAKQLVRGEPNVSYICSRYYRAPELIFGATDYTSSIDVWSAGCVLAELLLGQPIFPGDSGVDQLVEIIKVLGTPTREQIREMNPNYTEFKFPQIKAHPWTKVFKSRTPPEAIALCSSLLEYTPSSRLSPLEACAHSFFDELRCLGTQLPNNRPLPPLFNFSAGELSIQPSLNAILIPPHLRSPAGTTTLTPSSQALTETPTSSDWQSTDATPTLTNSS
DYRK1A inh = rat Dyrk1A kinase inhibitors, primary screen, biochemical, single point, plate reader | ADP-Glo luminescence, NFATc1 peptide | inhibition, % at 12.5 µM | hit rate 0.43% among 310,000 | AID 504441, 2011; in the data active means inhibition above about 50%;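 further: plate controls were vehicle with enzyme for no effect and no enzyme for full effect; many of its hits are not listed in these tables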
HSF1 activator = HSF-1 activators, primary screen, NIH3T3-HGL cells, MG132 stress, luminescence, single point | hit rate 1.7% among 300,000 | NIH3T3-HGL HSF-1 luciferase reporter, 8 h; 100% = twice DMSO control signal | AID 504408, 2011 | activation, % at 9 µM;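 active means mean replicate activation of at least 50% with a set share of replicates each reaching 50%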;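 further: 0% = median of the neutral control wells and 100% = twice that signal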
HSF1 inh = HSF1 inhibitors in luciferase reporter cells, primary screen, cell-based, NIH3T3, luminescence | hit rate 0.77% among 300,000 | AID 2098, 2009 | activity change, negative = inhibition, % at 7.5 µM (by protocol) | NIH3T3-HGL HSE-luciferase, MG132-induced, luminescence 8 h; stronger effect = lower value;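 active means more than half of replicate wells show activity change below -50%, luminescence cut by over half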;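 further: luciferase reports HSF-1 transcriptional activity via heat shock element; 0% = median of DMSO wells and -100% = zero luminescence signal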
KLF5 inh = KLF5 expression inhibitors, primary screen, DLD-1 cells, luminescence; DLD-1 KLF5 promoter-luciferase reporter; inhibition, % at 5 µM; hit rate 0.23% among 290,000; AID 1700, 2009;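 active means inhibition above a per-plate limit of that plate's mean compound inhibition plus 3 SD, cut at about 60% in these data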;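 further: 0% = DMSO wells and 100% = LY294002 at 200 µM; higher means less KLF5 promoter-driven luciferase light; inactives centre near -14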
IEC-6 cytotox = cytotoxicity in IEC-6 intestinal epithelial cells, primary screen, cytotoxicity control for KLF5 inhibitor project, cell-based, luminescence; IEC-6 cytotoxicity, luminescence viability; inhibition, % at 5 µM; hit rate 0.78% among 290,000; in the data active means inhibition above about 22%;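 further: 0% = plate median of test compound wells and 100% = cytotoxic reference compound wells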
HSP90 refold inh = HSP90 inhibitors, primary screen, cell lysate, luminescence; hit rate 0.91% among 290,000; Rabbit reticulocyte lysate, luciferase refolding luminescence, 3 h; AID 1789, 2009; inhibition, % at 5.6 µM;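 active means inhibition above the screen-wide mean plus 3 SD, computed separately per campaign, cut at about 16% in these data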;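 further: 0% = DMSO wells and 100% = 60 µM geldanamycin wells; inhibitors lower the luminescence because luciferase stays unfolded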
Platelet DG rel = inhibitors of platelet dense granule secretion, primary screen, cell-based, MLPCN, human platelets. human platelet-rich plasma, SFLLRN dense granule ATP release, luminescence. inhibition, %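 (compounds screened at 7.5 µM in platelet-rich plasma)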. hit rate 0.22% among 300,000;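 active means mean replicate score, as percent of positive control, at or above 50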
GSK3beta inhib = human GSK3beta kinase inhibitors, primary screen, biochemical, cell-free homogeneous, HTS; hit rate 0.038% among 300,000; GST-GSK3beta kinase, ADP-Glo luminescence, 60 min; stronger effect = lower value; AID 2097, 2009; activity score (negative = inhibition), % at 10 µM; Glycogen synthase kinase-3 beta (Homo sapiens), P49841;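 active means more than half of replicate wells score below -50%, meaning over 50% inhibition versus plate controls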;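 further: 0% = median DMSO wells and -100% = median GW8510 positive control wells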
Target sequence (P49841 whole entry, looked up): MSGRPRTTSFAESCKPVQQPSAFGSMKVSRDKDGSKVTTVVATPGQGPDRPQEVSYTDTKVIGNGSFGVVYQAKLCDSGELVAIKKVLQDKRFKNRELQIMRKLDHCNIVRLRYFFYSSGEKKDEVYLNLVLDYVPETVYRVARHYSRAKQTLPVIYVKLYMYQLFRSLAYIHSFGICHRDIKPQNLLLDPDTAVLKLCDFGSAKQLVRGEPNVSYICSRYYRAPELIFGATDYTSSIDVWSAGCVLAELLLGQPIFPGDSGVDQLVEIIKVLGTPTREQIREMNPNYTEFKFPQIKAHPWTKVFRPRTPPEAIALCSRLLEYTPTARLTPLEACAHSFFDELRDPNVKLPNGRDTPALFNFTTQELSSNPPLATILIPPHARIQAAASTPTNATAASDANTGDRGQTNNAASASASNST
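Assay system: GST-tagged human GSK3beta kinase, cell-free; Input: 1.6 ng GSK3beta; Medium: Tris/MgCl2 kinase buffer; Timing: 60 min enzyme reaction, room temperature; Signal: ADP-Glo luminescence quantifying ADP generated by kinase; Evaluation: score relative to plate controls; Benchmarks: DMSO neutral wells and GW8510 at 20 µM as positive.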
aSyn UTR inh = MLPCN primary screen, SNCA 5' untranslated region | hit rate 0.82% among 300,000 | inhibition, % (tested at 7.5 µM) | alpha-synuclein 5'UTR reporter, inhibitor activity; in the data active means inhibition above about 60%;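 further: H4 neuroglioblastoma cells stably carrying SNCA 5'UTR luciferase fusion; 0% = DMSO wells and 100% = positive control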
The depositor's hits bear a star; nt = not tested or not shown. The list is partial (hit frequency here may not be typical).

1	O=c1[nH]c(=S)[nH]c2c1C(c1cc([N+](=O)[O-])c(N3CCOCC3)cc1N1CCOCC1)O2 (stereo not drawn)
2	COc1ccc2c(c1)OC1=C(C(=O)CCC1)C2C1=C(O)CCCC1=O (stereo not drawn)
3	Cc1ccc(NC(=S)NNc2ncc(C(F)(F)F)cc2Cl)c(C)c1
4	Cc1ccc(NC(=O)CSc2ccc(-c3ccccn3)nn2)cc1
5	COc1ccc(C(=O)n2nc(-c3ccccc3)nc2SC)cc1
6	CC(=O)c1cnc2nc(SCc3ccc(Cl)cc3)nn2c1C
7	COc1ccc([N+](=O)[O-])cc1NC(=S)NC(NC(=O)C(c1ccccc1)c1ccccc1)C(Cl)(Cl)Cl (stereo not drawn)
8	COc1ccccc1-c1nnc(SCC(=O)N2CCC(C)CC2)o1

assay / compound	1	2	3	4	5	6	7	8
KLF5 inh	-17	-1	-7	-8	-38	-28	-53	-13
IEC-6 cytotox	0	2	2	-6	5	6	5	-5
Platelet DG rel	5	-9	nt	-2	-7	19	3	-19
DYRK1A inh	-3	-2	1	nt	-1	7	4	-10
HSP90 refold inh	-1	9	0	-1	0	-2	2	-2
GSK3beta inhib	1	1	0	-3	2	-2	5	2
HSF1 inh	-2	2	2	4	-4	9	1	4
aSyn UTR inh	14	-3	-7	-13	-12	23	5	18
GSK3 alpha inh	0	0	1	-4	nt	-2	-1	3
HSF1 activator	12	14	3	1	-13	23	23	8

9	O=C(C[n+]1ccccc1)N/N=C/c1ccccc1F
10	CCN(C(=O)CSc1nnc(Cn2nnc3ccccc32)o1)c1nc(-c2ccccc2)cs1
11	COc1cc(C2C3=C(CCCC3=O)OC3=C2C(=O)CCC3)ccc1OCC(=O)Nc1ccccc1
12	CC1CCN(S(=O)(=O)c2ccc(NC(=O)c3cccs3)cc2)CC1
13	O=C(c1ccccc1)n1ccc(-c2cnc(-c3ccccc3)s2)n1
14	COc1ccccc1C1CCN(Cc2ccccc2)CC1
15	O=C(CN(Cc1ccccc1F)C(=O)Cn1nnc(-c2cccs2)n1)NC1CCCCC1
16	COc1cccc(-c2ccc3c(N)c(C(=O)NC4CC4)sc3n2)c1

assay / compound	9	10	11	12	13	14	15	16
KLF5 inh	4	-22	5	-13	-63	-38	-14	-59
IEC-6 cytotox	3	1	4	0	1	-2	6	-1
Platelet DG rel	1	8	-2	0	12	5	0	1
DYRK1A inh	-3	-8	3	13	3	9	-11	nt
HSP90 refold inh	-2	-3	0	3	12	-6	4	7
GSK3beta inhib	2	-2	0	2	0	0	-3	2
HSF1 inh	-1	2	5	3	17	0	-3	10
aSyn UTR inh	-1	-105	-51	2	-19	-7	13	-76
GSK3 alpha inh	1	-2	-5	-3	-2	-2	-2	1
HSF1 activator	3	-16	22	5	36	6	-11	11

17	O=C(c1sc2ccccc2c1Cl)N(Cc1ccccc1)C1CCS(=O)(=O)C1 (stereo not drawn)
18	CN(C)c1cc[n+](Cc2c(Cl)cccc2Cl)cc1
19	CC(C)Cc1ccc(/C=C/C(=O)N2CCOCC2)cc1
20	COc1ccnc(Nc2cccc(C)c2)c1C#N
21	C/C(=N/NC(=O)Cc1c(C)[nH][nH]c1=O)c1ccc(O)cc1
22	O=C(Nc1ccn(Cc2ccc(Cl)cc2)n1)c1ccccc1
23	O=C(CCCN1C(=O)c2ccccc2C1=O)Nc1nnc(C2CC2)s1
24	Cc1noc(C)c1COc1ccc(C(=O)NCC2CCCO2)cc1 (stereo not drawn)

assay / compound	17	18	19	20	21	22	23	24
KLF5 inh	-2	6	-140	19	0	-108	-34	-75
IEC-6 cytotox	-3	-5	-5	-4	-7	-1	-10	-1
Platelet DG rel	2	2	15	6	18	-5	-3	1
DYRK1A inh	-8	-1	nt	nt	-4	nt	0	-3
HSP90 refold inh	10	-1	-5	-2	-1	3	-2	-1
GSK3beta inhib	0	1	0	0	0	1	0	2
HSF1 inh	6	-3	25	-4	-3	33	-5	-6
aSyn UTR inh	32	8	-161	14	-3	-149	10	-12
GSK3 alpha inh	nt	-1	0	1	-1	-3	1	-2
HSF1 activator	27	-9	50	4	0	45	12	3

Two entries drawn at random from the list so far, as already listed:
20	COc1ccnc(Nc2cccc(C)c2)c1C#N
24	Cc1noc(C)c1COc1ccc(C(=O)NCC2CCCO2)cc1 (stereo not drawn)

assay / compound	20	24
KLF5 inh	19	-75
IEC-6 cytotox	-4	-1
Platelet DG rel	6	1
DYRK1A inh	nt	-3
HSP90 refold inh	-2	-1
GSK3beta inhib	0	2
HSF1 inh	-4	-6
aSyn UTR inh	14	-12
GSK3 alpha inh	1	-2
HSF1 activator	4	3

Carrying on.
25	COc1ccccc1NC(=O)Cn1c(CN2CCCCC2)nc2ccccc2c1=O
26	O=C(Nc1nnc(S(=O)(=O)N2CCCCC2)s1)c1ccc(Cl)cc1
27	O=Cc1ccc(C(=O)OCC(=O)N2CCCC2)cc1
28	CCOC(=O)c1cccc(NC(=O)COC)c1
29	O=Cc1c(NCc2ccc(Cl)cc2)c2ccccc2[nH]c1=O
30	O=C(Nc1c2c(nn1-c1ccc(F)cc1)CS(=O)C2)C12CC3CC(CC(C3)C1)C2 (stereo not drawn)
31	Cc1ccn2c(-c3n[nH]c(=S)n3Cc3ccccc3)c(C)nc2c1
32	COc1ccc(CNC(=O)C(c2ccncc2)N(C(=O)Cc2cccs2)c2ccccc2)cc1 (stereo not drawn)

assay / compound	25	26	27	28	29	30	31	32
KLF5 inh	-10	-19	-27	3	-12	20	-5	-11
IEC-6 cytotox	-5	-1	-6	3	4	-2	1	0
Platelet DG rel	-4	-4	3	4	21	4	-15	nt
DYRK1A inh	4	2	-15	4	11	2	-3	-1
HSP90 refold inh	3	-5	2	-1	1	-5	5	1
GSK3beta inhib	1	-5	0	1	2	3	-3	nt
HSF1 inh	8	-5	-1	1	14	-2	-1	nt
aSyn UTR inh	-63	22	2	-2	-17	-7	7	nt
GSK3 alpha inh	-1	6	-1	-1	4	2	3	nt
HSF1 activator	-16	-18	0	2	23	2	1	nt

33	O=C(O)c1ccc(CSc2nnc(-c3ccccc3Cl)n2-c2ccccc2)cc1
34	O=C(Cc1ccc(Br)cc1)OCC(=O)c1ccc2c(c1)OCCO2
35	CN(CC(=O)NCc1ccccc1)S(=O)(=O)c1cnc[nH]1
36	CC(=O)Nc1ccc(S(=O)(=O)NC2(C(F)(F)F)C(=O)Nc3c2c(=O)[nH]c(=O)n3Cc2ccccc2)cc1 (stereo not drawn)
37	CN(C)CCCNC(=O)C(=O)NCC1CCCO1 (stereo not drawn)
38	CCOc1ccc(NC(=O)C2CCCN(c3cnccn3)C2)cc1 (stereo not drawn)
39	Cc1ccc(C)c(NC(NC(=O)c2ccccn2)C(Cl)(Cl)Cl)c1 (stereo not drawn)
40	CCOC(=O)C1CCN(C(=O)C2CCCN(S(=O)(=O)c3ccc(OC)c(Cl)c3)C2)CC1 (stereo not drawn)

assay / compound	33	34	35	36	37	38	39	40
KLF5 inh	-3	-28	-24	-4	-17	-9	7	-25
IEC-6 cytotox	-3	2	0	-12	2	6	0	-2
Platelet DG rel	-1	-12	-2	-2	2	0	-4	13
DYRK1A inh	2	6	-2	-2	-2	-1	-4	4
HSP90 refold inh	-2	-4	1	-4	6	8	-1	-1
GSK3beta inhib	2	4	-8	0	1	0	2	0
HSF1 inh	-3	2	nt	-5	-9	22	1	-8
aSyn UTR inh	15	-9	-14	13	-4	-24	8	17
GSK3 alpha inh	-2	0	0	2	-1	0	3	0
HSF1 activator	5	-1	nt	11	-2	-4	20	-6

Values in list order from the entries so far:
Compounds 34 to 40 in KLF5 inh, in turn: -28, -24, -4, -17, -9, 7, -25
Compounds 34 to 40 in Platelet DG rel, in turn: -12, -2, -2, 2, 0, -4, 13

(list continues)
41	CCOC(=O)CCC(=O)Nc1ccc(S(=O)(=O)N2CCCCC2)cc1
42	CN(C)CCCNCC(=O)Nc1ccccc1N1CCOCC1
43	O=C(C1=C[C@H](c2ccc(Br)cc2)C[C@H](OCCCCO)O1)N1CCOCC1
44	CCC(=O)N1CCc2cc(S(=O)(=O)CCC(=O)NC(C)CC)ccc21 (stereo not drawn)
45	CCOc1ccc(NC(=S)N(C)C)cc1
46	CN(C)S(=O)(=O)c1cccc(COC(=O)Cc2c(F)cccc2Cl)c1
47	Cc1ccc(C(=O)NCCc2ccncc2)cc1
48	CN(CC(=O)Nc1ncn[nH]1)S(=O)(=O)c1cc(Cl)ccc1Cl

assay / compound	41	42	43	44	45	46	47	48
KLF5 inh	-7	-31	-2	-9	28	-6	-40	-10
IEC-6 cytotox	-7	-3	-1	-7	-2	2	-4	1
Platelet DG rel	0	-13	2	0	4	-4	3	-6
DYRK1A inh	-4	1	3	0	-3	2	-2	1
HSP90 refold inh	0	2	7	-6	6	2	0	-2
GSK3beta inhib	1	0	-1	-4	0	2	0	0
HSF1 inh	6	3	-1	9	-29	-3	9	3
aSyn UTR inh	16	-3	-7	25	-5	-14	-114	-7
GSK3 alpha inh	-2	1	-1	5	2	-1	0	0
HSF1 activator	5	-5	14	16	-41	10	-1	-3

49	CCN(CC)S(=O)(=O)c1ccc(N2CCOCC2)c(NC(=O)c2ccc(F)cc2)c1
50	CCCSc1nnc2c(n1)OC(c1cccn1C)N(C(C)=O)c1ccccc1-2 (stereo not drawn)
51	O=C(c1cccc([N+](=O)[O-])c1)N1CC2C3C=CC(C3)C2C1 (stereo not drawn)
52	FC(F)(F)c1cccc(NC(=S)Nc2cccc(NC(=S)Nc3cccc(C(F)(F)F)c3)n2)c1
53	CCCCN1C2=C(C(=O)CC(C)(C)C2)C(c2ccccc2)C2=C1c1ccccc1C2=O (stereo not drawn)
54	O=C(Nc1cc(Cl)ccc1Cl)N1CCCC1

assay / compound	49	50	51	52	53	54
KLF5 inh	-26	1	0	-57	-16	-32
IEC-6 cytotox	2	-2	-4	11	-2	-7
Platelet DG rel	0	3	2	0	0	-2
DYRK1A inh	-2	-67	-8	nt	6	-2
HSP90 refold inh	-3	-4	-2	-1	3	-3
GSK3beta inhib	3	-2	-4	3	0	4
HSF1 inh	-10	-3	1	-4	10	8
aSyn UTR inh	15	2	5	-48	34	-17
GSK3 alpha inh	-2	-2	-2	-5	2	-2
HSF1 activator	3	-6	6	2	36	23

Some entries already given, limited to KLF5 inh.
item	mol	KLF5 inh
24	Cc1noc(C)c1COc1ccc(C(=O)NCC2CCCO2)cc1 (stereo not drawn)	-75
25	COc1ccccc1NC(=O)Cn1c(CN2CCCCC2)nc2ccccc2c1=O	-10
26	O=C(Nc1nnc(S(=O)(=O)N2CCCCC2)s1)c1ccc(Cl)cc1	-19
27	O=Cc1ccc(C(=O)OCC(=O)N2CCCC2)cc1	-27
28	CCOC(=O)c1cccc(NC(=O)COC)c1	3
